Compound activity deposited in PubChem BioAssay by several laboratories.
AddAB inh: less growth of phage-infected E. coli with AddAB; 0.29% of 330,000 active; E. coli expressing H. pylori AddAB, absorbance growth; AID 435030; inhibition, % at 11.9 µM; in the data active = inhibition above about 12%;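 also: 0% = vehicle wells of infected cells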
phage Ecoli inh: E. coli growth loss with phage present; growth absorbance; inhibition, % at 11.9 µM; 0.26% of 360,000 active; AID 651602; in the data active = inhibition above about 11%
HTR5A ag: counter-screen for OPRM1-OPRD1 agonists: human HTR5A agonism | P47898 | HTR5A agonist assay, luminescence, cell-based | activation, % at 9.3 µM | 0.61% of 340,000 active | AID 504692; in the data active = activation mostly above about 9.5%, no sharp cut-off; inactive = mostly below about 7.6%;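 also: 0% = cells with vehicle only and 100% = reference agonist; strong numbers were not always called active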
OPRM1-OPRD1 ag: OPRM1-OPRD1 heterodimerization agonism; cells, luminescence; activation, % at 9.3 µM; 0.3% of 340,000 active; AID 504326; in the data active = activation above about 18%;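 also: 0% = vehicle-treated cells and 100% = reference agonist; values of inactives mirror those of a sister screen read the other way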
Target sequence (P35372 whole entry, looked up): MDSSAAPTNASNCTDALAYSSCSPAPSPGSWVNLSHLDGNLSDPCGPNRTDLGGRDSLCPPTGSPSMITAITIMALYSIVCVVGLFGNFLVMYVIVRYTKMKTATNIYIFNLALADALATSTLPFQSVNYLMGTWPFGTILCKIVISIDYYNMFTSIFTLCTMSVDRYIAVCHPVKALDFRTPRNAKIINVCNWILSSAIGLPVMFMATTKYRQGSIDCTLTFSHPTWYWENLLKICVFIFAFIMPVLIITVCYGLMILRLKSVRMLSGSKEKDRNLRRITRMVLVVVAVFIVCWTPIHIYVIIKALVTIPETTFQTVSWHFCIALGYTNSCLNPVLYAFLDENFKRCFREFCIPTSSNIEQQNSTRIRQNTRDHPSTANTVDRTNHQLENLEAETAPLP
Target sequence (P41143 whole entry, looked up): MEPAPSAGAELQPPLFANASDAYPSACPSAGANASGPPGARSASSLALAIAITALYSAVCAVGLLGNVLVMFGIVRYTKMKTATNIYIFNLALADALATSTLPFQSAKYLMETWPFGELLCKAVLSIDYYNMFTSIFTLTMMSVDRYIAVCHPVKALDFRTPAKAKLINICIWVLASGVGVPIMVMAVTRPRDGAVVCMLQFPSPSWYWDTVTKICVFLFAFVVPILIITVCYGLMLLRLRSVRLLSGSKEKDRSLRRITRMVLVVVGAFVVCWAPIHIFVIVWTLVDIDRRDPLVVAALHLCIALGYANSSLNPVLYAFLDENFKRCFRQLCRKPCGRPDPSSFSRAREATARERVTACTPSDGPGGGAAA
Pemphigus Ab inh: blocks pemphigus antibody binding to human desmoglein-3. DSG3-coupled beads, scFv-anti-DSG3-GFP binding, flow cytometry; hits give low values. binding (percent of control), % at 10 µM. 0.48% of 310,000 active;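 active = binding more than 3 SD below its plate's average and above zero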;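 also: hits lower antibody fragment binding to DSG3; some compounds called inactive have numbers as strong as hits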
OPRM1-OPRD1 inv: mu-delta opioid heterodimer inverse agonism. cell-based MOR-DOR heterodimer luminescence. inhibition, % at 9.3 µM. 0.21% of 340,000 active. AID 504357; in the data active = inhibition above about 22%, passing the limit was not always enough;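 also: 0% = cells with DMSO and 100% = wells without cells with DMSO; values of inactives mirror those of a sister screen read the other way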
PKA-R1A act: activators of PKA-R1A complex | PKA-R1A dissociation, Cy5-IP20 fluorescence polarization; scaled: DMSO 0%, 113 µM cGMP 100% | 0.083% of 340,000 active | P00514+P68181 | AID 504707 | activation, % at 11.4 µM;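 active = percent activation above the mean of all tested compounds plus 3 SD, cut at about 19% in these data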;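 also: higher means more PKAc released from R1A so a rise in polarization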
Ecoli viability: reduces bacterial viability in AddAB counter-screen; E. coli V3065 growth, OD600 absorbance, 18 h; inhibition, % at 11.9 µM; 0.27% of 330,000 active; AID 449728;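 active = inhibition above the campaign's mean inhibition across all tested compounds plus 3 SD, cut at about 9.9% in these data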;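 also: uninfected addAB+ strain grown without phage in ampicillin broth; 0% = DMSO wells and 100% = ciprofloxacin 0.95 µg/ml wells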
SUMO Mot1 rescue: inhibitors of SUMOylation pathway: yeast Mot1-301 growth rescue; S. cerevisiae Mot1-301 growth rescue, ATP luminescence, 38.5C; percent above DMSO median, 100 means doubled; 1% of 320,000 active; growth rescue, % at 18.8 µM;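 active = every valid replicate shows activation above 250% relative to neutral control wells; inactive = the rest, any valid replicate at or below 250%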;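 also: OY570 slx delta 5 strain wells were the positive control but not used for scaling; some compounds called inactive have numbers as strong as hits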
HTR5A inv ag: inverse agonist of human HTR5A in OPRM1-OPRD1 counter-screen | HTR5A cell line, luminescence, inverse agonism | P47898 | 0.083% of 340,000 active | inhibition, % at 9.3 µM; in the data active = inhibition mostly above about 23%, no sharp cut-off; inactive = mostly below about 18%;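 also: 0% = cells with DMSO and 100% = no-cell wells with DMSO; some compounds called inactive have numbers as strong as hits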
PfHsp90 yeast 2: reduces growth (ATP signal) of yeast expressing P. falciparum Hsp90; 0.32% of 310,000 active; inhibition, % at 9.4 µM; AID 504621; S. cerevisiae expressing PfHsp90, BacTiter-Glo ATP, 48 h; yeast lacking PDR1 and PDR3 efflux regulators;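 active = every replicate shows inhibition above about 80%, whatever the replicate mean, limit read from the data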;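 also: 0% = DMSO neutral controls and 100% = 20 µM radicicol positive controls; yeast relying on Plasmodium falciparum Hsp90 in place of its own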
The depositor's hits bear a star; nt = no result given.

SMILES	AddAB inh	phage Ecoli inh	HTR5A ag	OPRM1-OPRD1 ag	Pemphigus Ab inh	OPRM1-OPRD1 inv	PKA-R1A act	Ecoli viability	SUMO Mot1 rescue	HTR5A inv ag	PfHsp90 yeast 2
O=C(CNC(=O)c1cccc(F)c1)N/N=C/C=C/c1ccccc1	-0.7	1.9	0	-0.4	102	2	-5	-3.5	-5	39	2
CCOC(=O)N1CCc2c(sc3nc(SC(C)C)n(N)c(=O)c23)C1	0.9	3.9	0	3.9	102	-26	-6	0.0	-11	-26	6
O=C(Nc1ccccc1F)c1cc2c(s1)-c1ccccc1S(=O)(=O)C2	0.0	2.7	2	1.0	93	-5	-1	0.3	2	-3	40
O=C(NCC1CCCO1)c1ccc(NS(=O)(=O)c2cccc([N+](=O)[O-])c2)cc1 (centres undefined)	0.4	-1.0	2	-1.0	83	5	-13	-1.5	-4	-16	11
Cc1ccc(NN2C(=O)C=CC2=O)cc1	-1.2	1.8	-1	-1.6	95	11	4	0.7	-11	-28	42
O=C(NC1CCCC1)C1CCN(C(=O)c2ccc(-c3ccccc3)cc2)CC1	1.4	-0.1	-2	-3.3	119	16	-18	-0.2	193	6	nt
COCCN1C(=O)C(=O)/C(=C(/O)c2ccc3c(c2)OCCO3)C1c1ccc(C(=O)OC)cc1 (centres undefined)	2.8	-1.7	6	-4.6	100	22	-2	0.7	-6	-15	5
COC(=O)c1cccc(Nc2cc(C)nc(-c3ccccc3O)n2)c1	-0.6	0.8	12	3.5	121	-21	-7	-0.7	1	-5	-25
O=C(NC1CCS(=O)(=O)C1)/C(=C\c1ccco1)NC(=O)c1ccccc1 (centres undefined)	2.6	0.6	-1	-1.1	110	6	-9	1.3	-6	24	5
CCOC(=O)c1ccc(NC(=O)c2ccc(OC(C)C)c(OC)c2)cc1	3.2	0.9	-2	-0.7	110	4	-3	-3.2	66	30	nt
CCn1nnc(NC(=S)NC(=O)c2ccc(-c3cccc(Cl)c3)o2)n1	1.9	1.8	nt	nt	93	nt	nt	3.3	37	nt	-17
CC1=C(C(=O)Nc2ccccc2)C(c2ccco2)NC(=O)N1 (centres undefined)	2.1	0.0	6	2.6	100	-15	-4	1.1	8	9	1
COc1cc(CCC(=O)N2CC(C)OC(C)C2)cc(OC)c1OC (centres undefined)	1.5	2.2	-6	-0.7	104	4	3	0.1	-12	15	21
O=C(C1CCCN(Cc2ccccc2Cl)C1)N1CCCCC1 (centres undefined)	-1.2	-1.2	-2	1.1	98	-5	2	-2.6	1	9	10
O=C(C1CCC1)N1CCN(S(=O)(=O)c2ccc(Br)cc2Cl)CC1	-0.8	4.0	-5	-1.4	94	7	9	1.4	-24	12	14
CCC1(C)Cc2c(C#N)c(N)n(-c3ccccc3)c(=O)c2CO1 (centres undefined)	1.3	0.8	4	-1.1	99	6	-8	0.6	27	-11	-2
COc1ccc(CCNC(=O)C(=O)NCC2OCCN2S(=O)(=O)c2ccc(C)cc2)cc1OC (centres undefined)	1.0	0.4	-3	0.2	100	-1	4	-0.6	-8	9	-20
CCCCCC(=O)N1CCN(S(=O)(=O)c2ccc3c(c2)OCCO3)CC1	-1.7	0.7	3	-3.7	103	20	-4	-2.5	16	-9	nt
O=C(Nc1ccc2oc(-c3ccc4ccccc4c3)nc2c1)c1ccc2c(c1)OCCO2	-3.1	2.4	5	1.6	99	-7	-1	-1.2	-5	-15	1
CC(Nc1cccnc1)=C(C#N)C#N	2.1	2.3	-4	-0.3	101	2	-6	0.5	34	-37	-8
COc1cccc(NC(=O)Cn2c(CCC(=O)O)ccc2-c2cccs2)c1	-1.2	2.4	5	0.9	101	-4	8	-0.2	77	-13	-19
COc1ccc(CCNC(=O)/C=C/c2ccco2)cc1OC	-1.5	1.3	3	-2.1	96	10	-3	0.0	-5	-10	-9
Cc1ccc(NC(=O)c2nc[nH]c2C(=O)NCc2ccccc2)cc1	-1.5	1.7	8	-0.4	101	2	5	-3.6	-9	-21	nt
COc1ccc(CCNC(=O)C(=O)NCC2OCCN2S(=O)(=O)c2ccc(Cl)cc2)cc1OC (centres undefined)	-0.8	-1.0	-2	-1.1	108	6	-1	-0.5	0	-2	-3
Cc1nnc(SCC(=O)N2c3ccccc3C(C)(c3ccccc3)CC2(C)C)s1 (centres undefined)	5.9	1.1	6	4.2	89	-25	-5	1.8	20	-15	20
Cc1nn(CC#N)c(=O)n1-c1ccccc1F	0.7	3.4	0	-0.7	89	3	-3	2.1	-18	-5	-8
O=c1cc(-c2ccccc2)c2c(O)cc(O)cc2o1	-0.9	1.1	-1	-2.3	113	12	-9	1.1	10	-17	-12
Cc1ccc(OCC(=O)N2CCC3(CC2)CC(=O)c2ccccc2O3)cc1	2.8	-1.4	-2	-0.6	103	3	1	0.2	-3	-4	1
O=C(c1ccc2c(=O)n(Cc3ccc4c(c3)OCO4)c(=O)[nH]c2c1)N1CCN(c2ccccc2)CC1	4.1	0.0	0	-0.8	98	4	-6	-0.8	-8	-19	-16
CCOc1ccc(OCC)c(-c2c(=O)n(OCc3ccc(C(C)(C)C)cc3)c3ccccc3[n+]2[O-])c1	0.1	nt	-1	0.9	96	-5	-15	-1.6	8	-11	-8
c1ccc(OCCCc2nc(-c3ccccn3)no2)cc1	1.4	-0.9	1	-1.9	nt	11	-5	-0.8	-11	-4	9
COc1ccc(C2=NC(C)(C)Cc3cc(OC)c(OC)cc32)cc1OC	-2.6	6.1	-1	-1.6	98	7	-3	-1.2	-6	3	15
CCc1ccc(O)c(N=Cc2cccc(C)c2O)c1	1.6	0.6	6	-1.4	113	8	-5	0.6	-1	0	6
O=C(NCCc1ccc(C(F)(F)F)cc1)C1CCC(=O)N(CCCN2CCCC2=O)C1 (centres undefined)	2.6	2.7	-2	-4.0	100	19	-6	1.1	-23	6	5
CCN(C(=O)c1cccc(Br)c1)c1ccccc1	2.1	3.7	3	1.5	102	-11	-1	0.1	-13	-9	9
Cc1ccccc1CC1(CO)CCCN(C(=O)c2cccc(Cl)c2)C1 (centres undefined)	-0.1	2.8	-4	-1.3	93	6	-13	0.7	-13	17	-9
CCOC(=O)C1(CC/C(C)=N\NC(N)=O)CC(C)OC1=O (centres undefined)	-0.8	0.6	-4	-1.7	nt	9	-12	-4.0	-3	-6	-11
O=C(CSc1n[nH]c(=O)n1C1CC1)Nc1ccc(F)c(Cl)c1	0.7	2.4	2	-2.9	nt	14	6	-1.6	-6	-6	11
COC(=O)c1ccc(NC(=O)CC(=O)Nc2ccc(C(=O)OC)cc2)cc1	0.1	0.9	1	-1.6	109	7	-3	-0.7	-17	-4	-23
COc1ccc(-c2c3c(=O)n(C)c(=O)n(C)c3cn2-c2cccc(OC)c2)cc1	5.2	1.7	-3	-1.1	99	6	-7	-0.3	-16	-1	7
CC(C)[C@H](NC(=O)N1CC(=O)Nc2ccccc21)C(=O)N[C@@H](C(=O)O)c1ccccc1	-0.7	1.6	-1	-1.4	98	8	15	-3.0	-16	-12	14
COc1ccc(/C=N/NC(=S)SC)cc1OC	18*	8.4	3	2.0	104	-14	4	13*	-17	-1	-33
CN1c2ccccc2C(C)(C)C12CC(c1ccc(S(=O)(=O)N3CCCCC3)cc1)=NO2 (centres undefined)	2.7	2.9	0	-0.7	82	5	8	2.1	359	-1	nt
N#CC1=C(N)OC2=C(CCc3ccccc32)C1c1ccccc1Cl (centres undefined)	1.0	4.2	3	1.7	112	-9	0	1.6	59	-23	-11
CC(=O)Nc1nnc(COc2ccc(Cl)cc2)s1	1.6	5.7	-1	0.4	109	-2	3	0.7	280	27	nt

Shown in CSV form: entries from further up
Compound,AddAB inh,phage Ecoli inh,HTR5A ag,OPRM1-OPRD1 ag,Pemphigus Ab inh,OPRM1-OPRD1 inv,PKA-R1A act,Ecoli viability,SUMO Mot1 rescue,HTR5A inv ag,PfHsp90 yeast 2
COC(=O)c1ccc(NC(=O)CC(=O)Nc2ccc(C(=O)OC)cc2)cc1,0.1,0.9,1,-1.6,109,7,-3,-0.7,-17,-4,-23
c1ccc(OCCCc2nc(-c3ccccn3)no2)cc1,1.4,-0.9,1,-1.9,nt,11,-5,-0.8,-11,-4,9

The listing continues.
SMILES	AddAB inh	phage Ecoli inh	HTR5A ag	OPRM1-OPRD1 ag	Pemphigus Ab inh	OPRM1-OPRD1 inv	PKA-R1A act	Ecoli viability	SUMO Mot1 rescue	HTR5A inv ag	PfHsp90 yeast 2
COc1ccc(-c2nc(CS(=O)CC(=O)N3CCN(C)CC3)c(C)o2)cc1OC (centres undefined)	1.4	1.7	0	-1.8	103	9	-11	-2.1	-5	12	-13
Cc1ccc(-c2cc(C(F)(F)F)n3nc(C(=O)Nc4c(C)n(C)n(-c5ccccc5)c4=O)cc3n2)cc1	-0.7	2.8	6	0.5	94	-3	6	-2.3	21	-7	2
O=C(COC(=O)c1cc(S(=O)(=O)N2CCOCC2)ccc1F)Nc1c(Cl)cccc1C(F)(F)F	0.9	6.0	2	-2.7	101	14	10	1.4	-13	-5	-9
O=C(CN(CCO)c1ccccc1)Nc1ccc(Cl)c(S(=O)(=O)N2CCOCC2)c1	-2.2	3.3	5	-1.3	98	6	-4	1.3	53	9	-2
COc1cccc(C(=O)NCc2cn3ccsc3n2)c1	-1.6	3.1	5	-1.7	97	10	-5	1.2	8	-14	8
Cc1ccc(CNC(=O)C2C3C=CC(C3)C2C(=O)O)cc1 (centres undefined)	3.0	1.9	-3	-1.7	98	10	1	0.5	-7	-1	nt
Cc1ccc(NC(=O)CN2C(=O)NC(C)(CCc3ccccc3)C2=O)cc1 (centres undefined)	-2.0	3.2	3	0.7	96	-3	7	-2.3	610	-10	4
COc1cccc(OC)c1C(=O)NC(=S)Nc1ccc2c(c1)OCCO2	1.4	1.9	0	-1.4	99	7	5	0.3	-10	-1	-2
O=C(Nc1cccc(-c2ccc(N3CCOCC3)nn2)c1)c1ccccc1Cl	-3.0	0.3	-5	-3.2	101	17	-7	-1.6	24	13	nt
O=C(Nc1ccccc1C(=O)N1CCCCC1)NC1CCCCC1	2.1	2.5	2	-2.5	101	13	-2	0.6	-5	-6	2
CCOC(=O)CNc1nc(C(C)(C)C)nc2c1nnn2Cc1ccccc1Cl	3.7	2.4	3	4.0	nt	-21	-6	0.2	16	-9	10
CC(=O)c1c(C)[nH]c(C(=O)CN(C)CC(=O)Nc2ccccc2Cl)c1C	-2.8	2.5	-1	-2.5	126	13	-2	-1.8	11	5	-5
CC(C)c1ccc(NS(=O)(=O)c2ccc3c(c2)oc(=O)n3C)cc1	3.4	-0.2	3	2.4	102	-11	5	2.8	48	-10	13
CCOc1ccc(S(=O)(=O)n2ccc(C)n2)cc1	1.2	5.5	-7	-2.4	101	11	0	0.6	-19	26*	9
CC[C@H](C)[C@H](NC(=O)c1ccccc1)C(=O)NC(CC(=O)O)c1ccc(F)cc1 (some centres undefined)	2.4	0.6	-1	0.1	100	-1	-6	0.0	220	4	4
O=C(NCc1ccc(F)cc1)C(c1cccs1)N(C(=O)c1csnn1)C1CC1 (centres undefined)	1.9	2.6	1	-2.5	97	12	-7	0.4	2	-2	nt
Cc1ccc(S(=O)(=O)NCC(=O)N2CCN(c3ccccc3F)CC2)cc1	-0.9	nt	-2	0.2	89	-1	3	-2.9	4	-5	9
CCc1ccc([C@H]2C(C(=O)O)=C[C@@H](C(C)(C)C)N2S(=O)(=O)c2ccc(C)cc2)cc1	2.5	0.7	-2	-1.6	110	8	-8	0.4	nt	6	-5
